Screens (PubChem BioAssay)
beta cell repl – inducers of beta-cell replication in MIN6 cells. MIN6 cells proliferation, ATPlite luminescence, 48 h; cells starved in 0.2% serum; 100% = growth in 10% serum. proliferation, % at 10 µM. 330,000 tested, 0.29% active;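 active = compounds whose signal lies at least 3.5 SD above the mean of all wells on their plate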;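 also: 0% = DMSO-treated cells in low-serum medium and 100% = 10% serum control; some compounds called inactive have numbers as strong as hits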
mIAP act – increases mouse intestinal alkaline phosphatase activity; muIAP, CDP-Star luminescence, 30 min; stronger effect = higher value; 1 = vehicle-only enzyme signal, 0 = enzyme-free wells; activation factor at 10 µM; 330,000 tested, 0.24% active;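 active = activation factor of at least 2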; also: the source names both 10 and 20 µM as test concentration; values of inactives mirror those of a sister screen read the other way
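Assay system: mouse IAP enzyme; reagent: chemiluminescent substrate CDP-Star; dosing: test compounds delivered from DMSO solution; schedule: 30 min at room temperature; measured by: luminescence from enzymatic CDP-Star hydrolysis; controls: DMSO-only wells and no-enzyme negative control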
MPTP block – inhibitors of mitochondrial permeability transition pore | isolated mouse mitochondria, Ca2+ swelling absorbance, 30 min | inhibition, % at 10 µM | 360,000 tested, 1.4% active | AID 602449;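 active = inhibition of 50% or more, scaled per plate between neutral and stimulator controls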;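 also: 0% = DMSO wells given calcium and 100% = 1 mM EGTA wells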
hIAP activ – human IAP activation; activation factor at 10 µM; purified human IAP, CDP-Star luminescence, 30 min; stronger effect = higher value; 1 = vehicle-only enzyme, 0 = enzyme-free background; 330,000 tested, 0.16% active;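 active = activation factor of the enzyme at least 2-fold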; also: the source names both 10 and 20 µM as test concentration; values of inactives mirror those of a sister screen read the other way
Target sequence (P09923 whole entry, looked up): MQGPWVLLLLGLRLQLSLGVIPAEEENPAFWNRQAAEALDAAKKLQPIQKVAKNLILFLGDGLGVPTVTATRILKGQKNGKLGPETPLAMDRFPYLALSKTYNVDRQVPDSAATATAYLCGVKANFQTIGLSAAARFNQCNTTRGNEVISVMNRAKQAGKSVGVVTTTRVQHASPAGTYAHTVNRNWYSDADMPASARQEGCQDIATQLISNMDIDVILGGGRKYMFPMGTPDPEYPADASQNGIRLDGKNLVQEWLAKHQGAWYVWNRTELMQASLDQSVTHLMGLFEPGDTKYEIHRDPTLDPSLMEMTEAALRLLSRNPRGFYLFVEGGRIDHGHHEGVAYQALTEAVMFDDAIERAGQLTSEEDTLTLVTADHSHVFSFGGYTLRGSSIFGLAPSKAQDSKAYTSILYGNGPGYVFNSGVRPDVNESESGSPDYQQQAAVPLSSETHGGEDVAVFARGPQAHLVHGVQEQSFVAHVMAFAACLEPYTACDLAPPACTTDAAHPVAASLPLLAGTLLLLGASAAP
A3A deaminase – human APOBEC3A DNA deaminase inhibition; P31941; recombinant A3A, FAM/TAMRA ssDNA deamination fluorescence; inhibition, % at 20 µM; 330,000 tested, 0.41% active; AID 493011;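 active = at least 40% inhibition at 20 µM here, with at most 30% in a related deaminase screen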;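 also: plate controls were A3A with DMSO for no effect and wells lacking A3A enzyme for full effect; some results filed as inactive read as strong as hits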
Target sequence (P31941 whole entry, looked up): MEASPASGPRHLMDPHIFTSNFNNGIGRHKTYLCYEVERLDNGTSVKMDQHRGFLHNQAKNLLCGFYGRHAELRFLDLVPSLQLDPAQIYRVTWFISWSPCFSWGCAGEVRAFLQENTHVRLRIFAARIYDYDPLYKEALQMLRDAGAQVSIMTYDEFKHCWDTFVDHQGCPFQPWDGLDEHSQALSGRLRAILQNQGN
hIAP block – blocks human intestinal alkaline phosphatase; P09923; purified IAP, CDP-Star luminescence, 30 min; inhibition, % at 10 µM; 330,000 tested, 0.12% active; AID 2544;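 active = inhibition reaching a set limit with compound at 10 µM in the primary screen, cut at about 35% in these data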;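 also: plate controls were DMSO wells with enzyme for no effect and no-enzyme buffer wells for full effect; values of inactives mirror those of a sister screen read the other way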
ATG4B inh – inhibitors of human ATG4B cysteine protease. inhibition, % at 8.33 µM. 340,000 tested, 0.51% active. AID 504462. Q9Y4P1. ATG4B cleavage of LC3-PLA2, NBD-HPC fluorescence, 1 h; in the data active = inhibition above about 40%
A3G deaminase – APOBEC3G (human) deaminase inhibition; recombinant A3G, ssDNA deamination FAM/TAMRA fluorescence; inhibition, % at 20 µM; 330,000 tested, 0.28% active; AID 493012;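 active = inhibition of at least 40% at 20 µM, with no more than 30% in the related APOBEC3A deaminase screen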;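 also: plate controls were DMSO wells with A3G for no effect and wells lacking A3G enzyme for full effect; some compounds called inactive have numbers as strong as hits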
mIAP inh – mouse IAP inhibition. AID 2806. 330,000 tested, 0.2% active. purified mouse IAP, CDP-Star luminescence, 30 min. inhibition, % at 10 µM;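 active = inhibition of at least 40% at 10 µM in the primary screen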;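 also: plate controls were DMSO with enzyme for no effect and no enzyme wells for full effect; values of inactives mirror those of a sister screen read the other way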
An asterisk follows results filed as active; nt = not tested or not shown.

nr	smiles	beta cell repl	mIAP act	MPTP block	hIAP activ	A3A deaminase	hIAP block	ATG4B inh	A3G deaminase	mIAP inh
1	CN1C(=O)C(=O)/C(=C(/O)c2ccccc2)C1c1ccc(Br)cc1 (centres undefined)	-2	1.1	0.0	0.96	-3	4	6	-6	-8
2	COc1ccc(/C=N/NC(=O)c2cccc(NC(=O)c3ccccc3Cl)c2)cc1OC	1	0.97	-0.3	0.94	3	6	-12	1	3
3	CCN(C[C@H]1N[C@@](Cc2ccccc2)(C(=O)OC)[C@H]2C(=O)N(C)C(=O)[C@@H]12)C(=O)C1CCCCC1	0	1	1.0	1.3	-3	-30	-2	-5	0
4	CC1CN(S(=O)(=O)c2ccc(C(=O)Nc3ccc(S(=O)(=O)N4CCOCC4)cc3)cc2)CC(C)O1 (centres undefined)	3	0.96	-2.7	1.2	-1	-15	-5	13	4
5	CC1CCN(C(=S)NC(=O)c2cccc([N+](=O)[O-])c2)CC1	-3	1.1	1.3	0.96	2	4	-1	-3	-13
6	Cc1ccc(CNC(=O)C2CCCN(S(=O)(=O)c3cccc4nonc34)C2)cc1 (centres undefined)	-2	0.96	1.8	1.1	-1	-6	-5	-6	4
7	N#CCCn1nc(-c2ccc(Br)cc2)cc1Nc1ccccc1NC(=O)C(F)(F)F	0	1	95*	0.83	-1	17	-12	-3	-1
8	COc1ccc(-c2cc(=O)oc3c(C)c(OC(C)C(=O)Nc4ccc(CN5CCOCC5)cc4)ccc23)cc1 (centres undefined)	1	0.85	-0.9	0.83	1	17	2	2	15
9	COc1ccc(NC(=O)CSc2nnc(-c3ccncc3)o2)c(OC)c1	1	1	-0.4	0.99	1	1	0	0	-1
10	CC(C)(C)NC(=S)NCc1ccco1	3	0.78	1.1	0.98	4	2	-8	1	22
11	Cc1ccc(NS(=O)(=O)c2cccc(C(=O)NNC(=O)c3cccn3C)c2)c(C)c1	-2	0.98	-0.8	1.1	0	-11	6	-4	2
12	CN(CC(=O)Nc1cccc(F)c1)C(=O)CC1CCCC1	-7	1.1	-0.2	1.1	-5	-8	10	-6	-8
13	Cc1ccc(CN2C3CCCC2CC(NC(=O)c2ccc(C)cc2)C3)cc1 (centres undefined)	-1	1	1.0	0.97	0	3	0	-6	-2
14	CCOc1cc(C=C(C(=O)OC)C(=O)OC)ccc1OCc1ccc([N+](=O)[O-])cc1	-3	0.91	-3.1	0.82	-1	18	0	-4	10
15	O=C(OCc1cc2ccccc2[nH]c1=O)C1CCCCC1	-3	1.1	-5.7	1	0	-4	-5	-6	-6
16	O=C(O)CC[C@@H](C(=O)O)N1C(=O)c2ccccc2C1=O	2	0.98	0.9	0.94	-3	6	2	-9	2
17	O=C(/C=C/c1ccco1)OCC(=O)c1cccc([N+](=O)[O-])c1	0	0.93	1.8	0.99	8	1	8	-2	7
18	CC1CCCCC12NC(=O)N(CC(=O)Nc1ccc3[nH]c(=O)[nH]c3c1)C2=O (centres undefined)	-1	0.94	-0.3	0.86	-2	14	5	-7	6
19	CN(C)S(=O)(=O)c1ccc(Cl)c(NC(=O)COC(=O)/C=C/c2ccc(S(=O)(=O)N3CCOCC3)cc2)c1	0	0.88	1.1	0.93	0	7	0	-7	12
20	O=C(OCC(=O)N1CCN(Cc2ccccc2)CC1)c1cc(Cl)ccc1[N+](=O)[O-]	-2	0.94	0.0	0.96	-2	4	-12	-7	6
21	Cc1ccc(SCc2nc3ccccc3n2CC(=O)Nc2ccc(Cl)cc2)cc1	-4	2.7*	87*	1	3	-2	-4	-3	-175
22	O=C(Cc1ccccc1)N1CCN(c2ccc([N+](=O)[O-])cc2)CC1	6	0.94	-1.5	0.96	-7	4	-10	-8	6
23	Cc1cc(Cn2nc(-c3ccccc3)cc2C(=O)NCC2CC2)on1	8	1.2	0.9	0.8	-5	20	0	-11	-24
24	COc1ccc(C(=O)Nc2ccc(Nc3ccccc3)cc2)cc1Br	-3	0.98	3.9	1.2	-4	-18	-6	-3	2
25	CCOc1ncccc1C(=O)OCc1nnc(-c2ccccc2)o1	0	1	-1.0	0.77	-5	23	4	-8	-3

(list continues)
nr	smiles	beta cell repl	mIAP act	MPTP block	hIAP activ	A3A deaminase	hIAP block	ATG4B inh	A3G deaminase	mIAP inh
26	CCn1c(C)nc2cc(C(=O)NNS(=O)(=O)c3cc(Br)ccc3Br)ccc21	-3	1	0.8	1	2	-5	0	-5	-1
27	NC(=S)Cc1nc(-c2ccccc2)cs1	0	0.8	0.4	1.1	-2	-5	-18	-6	20
28	COCCNc1c([N+](=O)[O-])c(=O)n(-c2ccccc2)c2ccccc12	0	1	3.0	0.95	0	5	-11	-11	0
29	Cc1ccc(NC(=O)COC(=O)C2=NN(c3ccccc3)C(=O)CC2)c(Br)c1	9	1	0.4	0.9	-6	10	-17	-8	-3
30	Cc1ccc(/C=N/NC(=O)c2cccc(S(=O)(=O)Nc3ccccc3Cl)c2)o1	0	0.86	-1.5	1	1	-4	0	-5	14
31	C/[N+]([O-])=C1\Cc2ccccc2C1=O	1	0.91	-2.6	1.1	-4	-11	-2	-5	9
32	CN(C)c1ccc(C(=O)N=c2sccn2C)cc1[N+](=O)[O-]	-3	1.1	-0.2	0.8	6	20	-12	5	-7
33	COc1ccc(Nc2nc3cc(C)ccc3cc2C#N)c(OC)c1	-3	0.92	3.7	0.98	0	2	-4	-2	8
34	COc1ccc(C=NNc2ccc([N+](=O)[O-])cc2S(=O)(=O)Nc2ccccc2C(=O)O)cc1OC	-3	0.58	60*	0.91	-3	9	24	-5	42*
35	COc1ccccc1NS(=O)(=O)NC(=O)c1c(C)[nH]c2ccccc12	-2	0.97	-1.5	1.1	-7	-5	-5	-8	3
36	CC(C)Cc1nnc(NC(=O)c2ccc(S(=O)(=O)N3CCCC3)cc2)s1	-2	0.96	0.3	1.1	3	-5	4	-6	4
37	COc1ccc(SC[C@H](Cc2ccccc2)N2CC[C@@H](C(C)(C)C)CCC2=O)cc1	-7	0.98	-0.4	0.91	2	9	0	0	2
38	Cc1cccn2c(=O)c(C=O)c(N3CCSCC3)nc12	-1	0.95	-1.3	1.3	2	-26	5	-1	5
39	Cc1ccc(N2CC(C(=O)Nc3ccccc3C(=O)NC3CCCCC3)CC2=O)cc1 (centres undefined)	-3	1	0.9	1.1	-1	-9	-1	-4	-4
40	O=C(c1ccco1)N1CCN(C(c2ccc(Cl)cc2)c2nnnn2CC2CCCO2)CC1 (centres undefined)	1	0.86	-0.2	0.87	-1	13	-4	-3	14
41	COc1cccc(NC(=O)CN2C(=O)CSc3nc(C)cc(C)c32)c1	1	0.94	-0.6	0.81	-4	19	1	0	6
42	NC(=O)c1ccccc1NS(=O)(=O)c1ccc(S(=O)(=O)N2CCCC2)cc1	1	0.93	-0.8	0.89	1	12	-17	3	7
43	NS(=O)(=O)c1ccc(N2N=C(c3ccccc3)CC2c2ccccc2Cl)cc1 (centres undefined)	nt	2	-0.7	nt	2	nt	3	-2	-83
44	O=C1c2cccc3cccc(c23)C(=O)N1CC1CCN(S(=O)(=O)c2ccc(F)cc2)CC1	0	0.94	-1.5	1.1	3	-12	-9	-2	6
45	COc1ccccc1-c1nnc(SC)n1C	-5	1	-1.4	0.98	0	2	0	13	-1
46	COc1ccc(-c2csc3ncnc(N4CCN(Cc5ccccc5)CC4)c23)cc1	-7	1.1	1.0	0.96	5	4	2	-5	-10
47	Cn1cnnc1Sc1nc2c(c(=O)n(C)c(=O)n2C)n1Cc1ccccc1Cl	-2	0.93	-1.0	0.95	0	5	-7	-5	7
48	O=C1C2C3C=CC(CNS(=O)(=O)c4ccccc4[N+](=O)[O-])(O3)C2C(=O)N1c1ccccc1 (centres undefined)	0	1	0.8	0.95	2	4	-6	16	-3
49	O=S(=O)(NC1CCCCC1Nc1ccc(Cl)cc1)c1ccccc1 (centres undefined)	-1	1.1	26	0.95	0	5	0	1	-7
50	N#C/C(=C\c1cccnc1)C(=O)Nc1cccc2ccccc12	-4	1	-2.2	1	-2	0	32	-5	-2

(next part)
nr	smiles	beta cell repl	mIAP act	MPTP block	hIAP activ	A3A deaminase	hIAP block	ATG4B inh	A3G deaminase	mIAP inh
51	CCOc1ccccc1NC(=S)N1CCC(NC(=O)NC23CC4CC(CC(C4)C2)C3)CC1	-3	1.5	0.4	1	1	0	-5	-10	-46
52	N#Cc1nc(COc2cccc(Cl)c2)oc1NCCN1CCOCC1	1	0.97	0.8	1.2	-3	-22	-8	-10	3
53	CN(C)c1cc(-c2cccc(C(F)(F)F)c2)oc(=O)c1Cl	-2	1	0.9	1.2	0	-23	-1	-4	-4
54	O=C1Nc2ccccc2/C1=C/C(=O)c1cccs1	-4	0.86	0.2	0.85	-5	15	0	-7	14
55	CCCCCn1c(SCC2CCCO2)nc2cc(C(=O)N3CCC(C(N)=O)CC3)ccc2c1=O (centres undefined)	1	1	-0.6	1.1	-2	-7	9	-3	-2
56	COc1ccc2cc(C=NS(=O)(=O)c3ccc(C)cc3)n(C)c2c1	-4	1.1	1.8	0.99	-2	0	83*	-10	-11
57	COc1ccc(C(=O)NCc2nnc(SCC(=O)Nc3ccc4c(c3)OCO4)o2)cc1	2	0.96	0.6	0.88	-1	12	-5	-6	4
58	CCC(C)Sc1ccc([C@H]2N[C@@](Cc3ccccc3)(C(=O)OC)[C@H]3C(=O)N(CC)C(=O)[C@@H]23)cc1 (some centres undefined)	-9	0.99	-0.2	0.99	1	1	2	-2	1
59	CSc1sccc1/C=N/NC(=O)c1ccncc1	1	0.95	1.1	0.94	-2	6	-1	-3	5
60	CN(CC(=O)Nc1ccc(F)cc1)C(=O)C1CCCC1	1	1.1	0.5	0.99	-1	1	3	-5	-6
61	O=[N+]([O-])c1ccccc1/C=N/Nc1nccnc1Cl	-1	1	-2.8	0.93	0	7	-2	-2	-1
62	COc1cc(/C=C/C(=O)OCC(=O)Nc2cc(C)c(C)cc2[N+](=O)[O-])ccc1O	0	1	-0.9	0.93	6	7	1	-2	0
63	Cc1ccc(N(CC(=O)NCc2ccccc2)C(=O)CCC(=O)Nc2ccccn2)c(C)c1	0	1	-2.9	0.92	-2	8	-6	-8	0
64	CC1(C)NC(=O)N(Cc2cc(=O)n3ccsc3n2)C1=O	-4	1.1	2.4	1.2	4	-17	10	-5	-12
65	CCOc1c(Cl)cc(CNCC(O)c2ccccc2)cc1OC (centres undefined)	0	0.98	-1.3	0.85	-1	14	16	-5	2
66	O=C(COc1ccc2ccc(=O)oc2c1)NC1CCN(Cc2ccccc2)CC1	3	1	-2.0	0.97	2	3	1	3	0
67	CCc1ccc(Nc2nc(N)nc(CSc3nc4ccccc4s3)n2)cc1	-5	1.1	2.2	0.88	1	12	5	0	-5
68	Cc1ccc(C(=O)/C=C/N(C)C)cn1	-2	1.1	0.4	0.96	-2	4	-5	-5	-8
69	Clc1ccccc1-c1nc(/C=N/N2CCOCC2)c2ccccn12	-1	1.1	-2.1	1.1	-7	-7	-10	-3	-8
70	Cc1ccccc1OCCNC(=O)/C=C/c1ccc([N+](=O)[O-])cc1	0	0.92	-9.5	0.99	-2	1	3	-8	8
71	O=C(CCNS(=O)(=O)c1ccc(Br)cc1)N1CCCCCCC1	-1	0.98	-0.4	0.96	-6	4	5	-14	2
72	Nc1nc(COC(=O)C2CC(=O)N(Cc3ccccc3)C2)nc(Nc2ccccc2)n1 (centres undefined)	-3	1.1	-1.8	1.1	-2	-7	-2	-3	-10
73	Cc1cc(C(=O)CSc2nnc(-c3ccco3)o2)c(C)n1Cc1ccco1	1	0.8	46	0.88	13	12	-2	5	20
